# High-throughput results as filed in PubChem BioAssay.
# POLB inh: inhibitors of human DNA polymerase beta; P06746; Pol beta primer extension/strand displacement, fluorescence kinetic; Potency, µM (titrated, usually from 114 µM), for inactives: at the top dose activity change, negative = inhibition, usual class: inhibitors; 340,000 compounds, 1.3% hits; AID 485314; also: potency is read from the fitted curve at half-maximal effect; % is scaled to controls: 0 for no effect and ±100 for the full control effect
#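 10 nM enzyme + cpd, 15 min RT; start with substrate 50 nM final; read 0 min and after 10 min RT. Corrected, normalized data; 4-parameter Hill curve fit.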
# Anesthetic bind: candidate novel general anesthetic via apoferritin binding; P02791; 350,000 compounds, 0.074% hits; Potency, µM (titrated, usually from 77.5 µM), for inactives: at the highest dose activity change, negative = displacement, actives largely listed as inhibitors; apoferritin/1-aminoanthracene competitive binding, fluorescence; also: potency is read from the fitted curve at half-maximal effect; % is scaled to controls: 0 for no effect and ±100 for the full control effect; nearly all actives have a fitted effect of over 20% in size
# Target sequence (P02791 2-175 limits assumed): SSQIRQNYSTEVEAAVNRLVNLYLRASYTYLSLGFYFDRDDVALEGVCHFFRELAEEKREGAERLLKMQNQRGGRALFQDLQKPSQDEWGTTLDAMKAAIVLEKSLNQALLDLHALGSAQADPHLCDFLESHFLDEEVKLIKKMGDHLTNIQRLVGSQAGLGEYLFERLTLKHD
#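 10 uM apoferritin + 50% sat. 1-AMA, PBS; cpd 10 min RT; Ex380/Em535 endpoint; normalized to free probe vs complex; 4-param Hill fit; propofol titration as pos. ctrl.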
# POLI inh: DNA polymerase iota (human) inhibition. Potency, µM (highest dose often 115 µM), for the others: at the top dose activity, negative = inhibition, hits mostly inhibitors. Pol iota fluorescent replication assay, 10 min. Q9UNA4. AID 588590. 390,000 compounds, 1% hits; also: potency is read from the fitted curve at half-maximal effect
#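 Fluorescent replication assay read twice, at 0 min and 10 min after adding 50 nM (final) substrate. Enzyme (10 nM) and compounds were first incubated 15 min at room temperature; enzyme-free buffer wells were negative controls.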
# BLM inh: blocks DNA unwinding by human BLM helicase | P54132 | recombinant BLM DNA unwinding, fluorescence dequenching | Potency, µM (series often up to 56.1 µM), for inactives: top-dose activity change, negative = inhibition, most hits filed as inhibitors | 350,000 compounds, 0.2% hits | AID 2528;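 also: potency is read from the fitted curve at half-maximal effect; plate controls were vehicle for no effect and no enzyme for full effect; nearly all actives have a fitted effect of over 35% in size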
# APEX1 inh: inhibitors of human APE1 endonuclease; P27695; recombinant APE1, TAMRA/BHQ-2 abasic DNA cleavage fluorescence; Potency, µM (doses to about 65.8 µM), without a hit: at the top dose activity change, negative = inhibition, usual class: inhibitors; 350,000 compounds, 0.35% hits; AID 2517;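 also: potency is read from the fitted curve at half-maximal effect; plate controls were vehicle for no effect and reference inhibitor for full effect; nearly all actives have a fitted effect of over 55% in size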
#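 APE1 at 0.75 nM final was preincubated with compound 15 min at room temperature, then 50 nM double-stranded THF abasic-site substrate (5'-TAMRA/3'-BHQ-2) was added. Fluorescence (ex 525/em 598 nm) was read kinetically; third-minus-first read gave activity.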
# RXFP1 antagonist: antagonists of human relaxin receptor RXFP1; AID 1259400; 350,000 compounds, 0.59% hits; HEK293-RXFP1, relaxin-stimulated cAMP HTRF, 30 min; stronger effect = lower value; activity change, negative = inhibition, % at 57.5 µM;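 active = activity change of -60% or lower, but not beyond a set lower limit; inconclusive = change between -60% and -40%, or beyond the set limit; inactive = change above -40%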; also: % is scaled to controls: 0 for no effect and ±100 for the full control effect
# Tb PGK inh: T. brucei PGK inhibition; PGK/GAPDH coupled, Kinase-Glo luminescence, 60 min; P07378; Potency, µM (series often up to 57.5 µM), inactives show top-dose activity change, negative = inhibition, usual class: inhibitors; 380,000 compounds, 0.043% hits; also: potency is read from the fitted curve at half-maximal effect; % is scaled to controls: 0 for no effect and ±100 for the full control effect; nearly all actives have a fitted effect of over 60% in size
# Target sequence (P07378 whole entry, looked up): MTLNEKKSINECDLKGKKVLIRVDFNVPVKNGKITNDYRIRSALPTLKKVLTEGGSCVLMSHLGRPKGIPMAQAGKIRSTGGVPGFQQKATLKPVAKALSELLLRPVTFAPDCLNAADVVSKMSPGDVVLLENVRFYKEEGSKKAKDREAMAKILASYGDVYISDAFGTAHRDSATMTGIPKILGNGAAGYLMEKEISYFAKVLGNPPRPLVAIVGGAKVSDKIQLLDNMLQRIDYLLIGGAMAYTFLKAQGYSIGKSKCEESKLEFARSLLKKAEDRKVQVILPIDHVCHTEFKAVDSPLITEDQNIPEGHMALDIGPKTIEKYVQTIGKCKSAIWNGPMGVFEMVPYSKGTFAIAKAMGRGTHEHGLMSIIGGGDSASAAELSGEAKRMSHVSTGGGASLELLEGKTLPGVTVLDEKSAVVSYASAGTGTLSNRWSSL
#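 Luminescent ATP detection (Kinase-Glo Plus) follows a 60-minute room-temperature incubation, with wells lacking PGK as controls. Buffer: 100 mM TEA (pH 7.6), 5 mM MgCl2, 0.01% Tween-20. Coupling enzyme GAPDH (100 nM final) supplies unstable 1,3-BPG in-well.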
# POLH inh: inhibitors of human DNA polymerase eta; recombinant Pol eta, fluorescent DNA replication assay; 390,000 compounds, 1.2% hits; Potency, µM (doses to about 114 µM), for the others: at the highest dose activity change, negative = inhibition, hits mostly inhibitors; AID 588591; also: potency is read from the fitted curve at half-maximal effect; % is scaled to controls: 0 for no effect and ±100 for the full control effect
#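 Pol eta at 10 nM preincubated with compounds 15 min at room temperature; reaction started with fluorescent substrate (50 nM final) and read kinetically at 0 and 10 min.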
# POLK inh: DNA polymerase kappa (human) inhibition; Q9UBT6; purified Pol kappa, fluorescent DNA synthesis assay, 10 min; Potency, µM (top dose mostly 107 µM), for the others: top-dose activity, negative = inhibition, hits mostly inhibitors; 400,000 compounds, 0.53% hits; also: potency is read from the fitted curve at half-maximal effect; % is scaled to controls: 0 for no effect and ±100 for the full control effect
#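 Inhibition of 10 nM Pol kappa is measured by a fluorescent read-out at 0 and 10 min following addition of 50 nM substrate (final), with a 15-min room-temperature compound preincubation.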
# Starred values were filed as active, the others as inactive; i = inactive; u = inconclusive; x = not tested or not shown; & = joins results of further samples; [ ] = another dose, or the depositor's remark. Unless noted, calls follow the shape of the dose curve; as a rule, active = well fitted curve in the direction sought with a large enough effect; inconclusive = small, poorly fitted or top-dose-only effect, or another doubt; inactive = no such curve, though single readings can be large; an effect the other way counts as inactive or inconclusive.
nr | Molecule | POLB inh | Anesthetic bind | POLI inh | BLM inh | APEX1 inh | RXFP1 antagonist | Tb PGK inh | POLH inh | POLK inh
1 | CCOP(=O)(OCC)C(C)(C)NC(=O)C(Cl)(Cl)Cl | 43% | -2% | 2% | -6% | -6% | -5 | -4% | -9% | 3%
2 | Cc1c(N=Cc2c(O)n(CCc3ccc(F)cc3)c(=O)[nH]c2=O)c(=O)n(-c2ccccc2)n1C | u | -5% | 34%[activator] | -2% | 0% | -17 | -4% | -9% | 2%[60.1 µM]
3 | CC1=NN(C)C(=O)C1Cc1c(F)cccc1Cl (centres undefined) | x | x | 51%[activator] | x | x | -3 | -2% | -5% | -8%
4 | COc1ccc(Cn2c(O)c(/C=N/NC(=O)c3ccccc3)c(=O)[nH]c2=O)cc1 | -2% | -10% | -28% | -3% | 6% | 5 | -4% | -10% | -27%
5 | CN1C(=O)C(Cc2cccc3ccccc23)C(=O)N(C)C1=O | 7% | -4% | -4% | -4% | 21% | 5 | 4% | -13% | -7%
6 | O=C(O)c1cccc(N=Nc2c(O)[nH]c(=O)[nH]c2=O)c1 | -1% | -6% | 10% | -2% | u | 6 | -5% | 13% | 10%
7 | COc1ccc(-n2nc(C(=O)NCC(=O)N3CCC4(CC3)OCCO4)c3ccccc3c2=O)cc1OC | 40% | 3% | -20% | -7% | -13% | 29 | 3% | -2% | -9%
8 | CN1CCN(c2ccc(C=O)cc2)CC1 | 2% | -9% | 8% | -1% | 6% | -2 | 1% | 0% | -9%
9 | O=[N+]([O-])c1ccc(N2CCNCC2)c(Cl)c1 | 17% | -4% | 143%[activator] | 0% | 1% | -12 | -6% | -18% | -22%
10 | CN1CCN(S(=O)(=O)c2cnc(Cl)c(Br)c2)CC1 | -16% | 1% | 12% | 2% | -2% | -4 | 4% | -17% | -9%
11 | O=c1[nH]c(=O)n(Cc2ccccc2)c(O)c1C=NCCN1CCOCC1 | -2% | -17% | 25% | 2% | 7% | 22 | x | -4% | 0%
12 | COc1ccc(N2C(=O)NC(=O)/C(=C\c3cn(C)c4ccccc34)C2=O)cc1 | 32% | 11% | u | -6% | -12% | 13 | x | -12% | 2%
13 | CCc1ccc(CNCCc2c[nH]c3ccccc23)cc1 | -7% | -16% | 19% | 0% | 36% | -20 | i | -25% | -2%
14 | C=CCn1c(=O)c(C=Nc2cccc([N+](=O)[O-])c2)c(O)n(CCCC)c1=O | 9% | u | u | -10% | -3% | 0 | 2% | u | -11%
15 | COC(=O)C1(O)CC2OC1(C)n1c3ccccc3c3c4c(c5c6ccccc6n2c5c31)C(=O)NC4 (centres undefined) | x | -9%[15.3 µM] | x | 3%[12.4 µM] | -6%[12.4 µM] | x | x | x | -17%[12 µM]
16 | C[C@]12CCC3C(CC[C@H]4C[C@H](O)CC[C@]34C)C1C[C@H](O)[C@H]2O (some centres undefined) | x | x | 35%[activator] | x | x | 6 | -4% | -14% | 6%
17 | COc1ccc(C(C)=O)cc1Cc1c(O)[nH]c(=S)[nH]c1=O | 10% | -7% | -7% | 1% | 0% | -5 | -11% | 11% | -3%
18 | CCOc1cc(C=C2C(=O)NC(=S)NC2=O)ccc1O | x | x | u | x | x | -4 | 1% | -14% | -14%
19 | CC1OC(C)OC(C)O1 (centres undefined) | x | 7% | x | 4%&4% | 10% | 15 | x | x | -1%[19.4 µM]
20 | CC(C)(C)[C@]1(O)C[C@@H]2OC(=O)C[C@@]23C(=O)O[C@@H]2OC(=O)[C@H](O)[C@]213 | 4% | 2%&0% | 8% | 1%&-3%&0% | -2%&-11%&3% | x | i | -9% | -20%[12 µM]

# Profiles as entered above:
# `C[C@]12CCC3C(CC[C@H]4C[C@H](O)CC[C@]34C)C1C[C@H](O)[C@H]2O` (some centres undefined) is listed with POLB inh = x; Anesthetic bind = x; POLI inh = 35%[activator]; BLM inh = x; APEX1 inh = x; RXFP1 antagonist = 6; Tb PGK inh = -4%; POLH inh = -14%; POLK inh = 6%
# `CC1OC(C)OC(C)O1` (centres undefined) is listed with POLB inh = x; Anesthetic bind = 7%; POLI inh = x; BLM inh = 4%&4%; APEX1 inh = 10%; RXFP1 antagonist = 15; Tb PGK inh = x; POLH inh = x; POLK inh = -1%[19.4 µM]

# Of the compounds above, these contain fluorine:
nr | Molecule | POLB inh | Anesthetic bind | POLI inh | BLM inh | APEX1 inh | RXFP1 antagonist | Tb PGK inh | POLH inh | POLK inh
2 | Cc1c(N=Cc2c(O)n(CCc3ccc(F)cc3)c(=O)[nH]c2=O)c(=O)n(-c2ccccc2)n1C | u | -5% | 34%[activator] | -2% | 0% | -17 | -4% | -9% | 2%[60.1 µM]
3 | CC1=NN(C)C(=O)C1Cc1c(F)cccc1Cl (centres undefined) | x | x | 51%[activator] | x | x | -3 | -2% | -5% | -8%

# Returning to the listing; the four compounds before the break are reprinted first.
# Every second line gives: POLB inh, Anesthetic bind, POLI inh, BLM inh, APEX1 inh, RXFP1 antagonist, Tb PGK inh, POLH inh, POLK inh
(17) COc1ccc(C(C)=O)cc1Cc1c(O)[nH]c(=S)[nH]c1=O
→ 10%, -7%, -7%, 1%, 0%, -5, -11%, 11%, -3%
(18) CCOc1cc(C=C2C(=O)NC(=S)NC2=O)ccc1O
→ x, x, u, x, x, -4, 1%, -14%, -14%
(19) CC1OC(C)OC(C)O1 (centres undefined)
→ x, 7%, x, 4%&4%, 10%, 15, x, x, -1%[19.4 µM]
(20) CC(C)(C)[C@]1(O)C[C@@H]2OC(=O)C[C@@]23C(=O)O[C@@H]2OC(=O)[C@H](O)[C@]213
→ 4%, 2%&0%, 8%, 1%&-3%&0%, -2%&-11%&3%, x, i, -9%, -20%[12 µM]
(21) COc1cc2c3cc1Oc1c(OC)c(OC)cc4c1[C@H](Cc1ccc(cc1)Oc1cc(ccc1O)C[C@H]3N(C)CC2)N(C)CC4
→ x, x, 36%, x, 3%, x, -10%, -15%, -16%
(22) O=c1c2ccccc2nc(Cc2cccc([N+](=O)[O-])c2)n1-c1ccc(O)cc1
→ -18%, -3%, -9%, -1%, u, -3, -3%, 2%, -7%
(23) CCOC(=O)C(O)(c1cn(C)c2ccccc12)C(F)(F)F (centres undefined)
→ 19%, u, 3%, 0%, -1%, -11, -10%, -3%, 6%
(24) Cc1ccc(S(=O)(=O)N2CCCCC2)cc1NC(=O)CN1CC=C(c2ccccc2)CC1
→ 11%, 6%, 6%, -5%, -8%, x, -9%, -12%, -7%
(25) O=C(Nc1ccc(Cl)c(C(F)(F)F)c1)c1ccc2c(c1)CCN2S(=O)(=O)c1ccccc1
→ u, -10%, 15%, -7%, x, -11, -3%, -10%, -9%
(26) CSCCC(N=Cc1c(O)n(-c2ccc(F)cc2)c(=O)[nH]c1=O)C(=O)OC(C)(C)C (centres undefined)
→ 12%, -13%, 5%, -6%, 4%, 15, 9%, -1%, -8%
(27) FC(F)(F)c1ccccc1N1CC1c1ccncc1 (centres undefined)
→ -3%, -3%, 21%, -1%, -5%, -4, -3%, -11%, 13%
(28) CCOC(=O)[C@]12Cc3cc(OC)ccc3[C@H]1N(Cc1ccccc1)C(=O)c1ccccc12
→ x, x, -18%&24%, x, x, x, -2%, -14%, -6%&-24%

# A portion of the library; the hit share may differ from the screen's.
